Source: PubChem BioAssay (Emory University Molecular Libraries Screening Center)
14-3-3 PPI = modulators of human 14-3-3 gamma - Raf peptide interaction; P61981; FP, 14-3-3gamma / TMR-pS259-Raf peptide binding; inhibition, % at 40 µM; 0.19% of 160,000 active; in the data active = inhibition above about 30%;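 note: 0% = protein plus tracer without compound and 100% = blank with tracer alone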
Target sequence (P61981 whole entry, looked up): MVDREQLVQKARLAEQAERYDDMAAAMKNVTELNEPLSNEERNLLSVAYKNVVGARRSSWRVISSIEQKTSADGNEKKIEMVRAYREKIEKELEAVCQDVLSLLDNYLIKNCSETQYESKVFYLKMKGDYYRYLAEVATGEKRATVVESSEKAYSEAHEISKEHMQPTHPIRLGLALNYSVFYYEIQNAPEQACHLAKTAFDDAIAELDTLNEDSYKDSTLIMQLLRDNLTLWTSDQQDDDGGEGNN
An asterisk follows results filed as active; & = joins results of further samples. Not all compounds are listed; rates above refer to the full screens.

molecule,14-3-3 PPI
CC(=O)C1=C(C)Nc2ncnn2C1c1cccc(Br)c1 (configuration not stated),-7.1
CN(C)c1ccc(-c2nc3cc(NCc4cc(Br)ccc4O)ccc3o2)cc1,-55.5
O=C(c1cc2n(n1)C(C(F)(F)F)CC(c1ccc(Br)cc1)N2)N1CCCC1 (configuration not stated),-1.1
O=C1CN(C(=O)COc2ccc(Cl)cc2)C(c2ccccc2)c2cc(Br)ccc2N1 (configuration not stated),-12.7
COc1cc2c(C(=O)N(C)c3ccc(Cl)cc3)cn(CC(C)C)c(=O)c2cc1OC,-14.5
CNS(=O)(=O)c1cccc(C(=O)OCC(=O)Nc2ccccc2OC(F)F)c1,-3.7
CC1=C(C(=O)N2CCOCC2)C(c2cccc(F)c2)C2=C(CC(C)(C)CC2=O)N1 (configuration not stated),4.3
CCN(CC)S(=O)(=O)c1cccc(C(=O)Oc2ccc(C)cc2-n2nc3ccccc3n2)c1,0.5
Cc1cc(C)cc(NC(=O)c2cc(S(=O)(=O)NC3CCCC3)ccc2F)c1,-1.4
COC(=O)c1[nH]c2ccccc2c1NS(=O)(=O)c1ccc(F)c(C)c1,-0.4
O=C1CC(NCc2ccncc2)C(=O)N1c1ccccc1 (configuration not stated),4.4
O=C(Cn1c(=O)n(-c2ccccc2)c(=O)n1CC(=O)N1CCCCC1)N1CCCCC1,0.6
CCOc1ccc(CC(=O)O)cc1,1.1
COc1ccc(OC)c(C2CC(c3ccc(I)cc3)Nc3ncnn32)c1 (configuration not stated),-2.5
CC(C)c1nnc(NC(=O)c2cc3ccccc3o2)s1,-6.4
N#CCSc1nc2cc(C(=O)N3CCCCC3)ccc2c(=O)n1C1CCCCC1,-0.9
COc1ccccc1CNC(=O)C1CCCN(S(=O)(=O)c2cccc3cccnc23)C1 (configuration not stated),5.6
CCOC(=O)Nc1ccc2c(c1)N(C(=O)OCCN(C)C)c1ccccc1CC2,-0.8
Cc1cc(F)ccc1S(=O)(=O)Nc1c(C)n(C)n(-c2ccccc2)c1=O,-3.4
O=C(c1cccc(S(=O)(=O)N2CCCC2)c1)N1CCN(c2ccccc2)CC1,7.0
CCSc1nnc(-c2ccccc2N)c(=O)[nH]1,0.5
O=C(NCCCn1ccnc1)c1ccc(Cl)c(S(=O)(=O)N2CCOCC2)c1,-4.3
COc1ccc(OC)c(S(=O)(=O)N2CCC(C(=O)Nc3cccc(C(F)(F)F)c3)CC2)c1,-7.0
Fc1ccc(-c2nnn(Cc3nc4ccccc4s3)n2)cc1,-3.6
CC(=O)c1c(C)[nH]c(C(=O)Nc2ccc(Br)cc2)c1C,-15.3
COc1cc(C2NC(=O)NC(C)=C2C(=O)OCCC#N)ccc1O (configuration not stated),-1.6
Cc1nnc(SCC(=O)Nc2ccccc2)n1CCc1ccccc1,4.4
COc1ccc(CCN2C(=O)CC(C(=O)Nc3ccc(F)cc3)SC2=Nc2ccc(F)cc2)cc1 (configuration not stated),6.9
COc1ccc(-c2cc(=O)oc3c(C)c(OCc4nn[nH]n4)ccc23)cc1,-5.9
Cc1ncc(CO)c2cc(C(N)=O)c(=Nc3ccccc3I)oc12,4.1
Cc1ccc(S(=O)(=O)N2CCN(C(=O)CN3CCOCC3)C2c2ccccc2)cc1 (configuration not stated),2.6&1.4
CCOC(=O)C1CCCN(C(=O)C2c3ccccc3Oc3ccccc32)C1 (configuration not stated),-1.3&-3.1
COc1ccc(-n2nc(C(=O)NCC(=O)Nc3nc4ccc(OC)cc4s3)c3ccccc3c2=O)cc1,-11.8
CCSc1ncnc2c1sc1nc3c(cc12)COC(C)(C)C3,-7.7
COc1ccccc1NC(=O)Nc1nnc(C(C)C)s1,2.6
Cc1ccc(Cl)cc1N1CCN(C(=O)c2cnn3c(C)c(Cc4ccccc4Cl)c(C)nc23)CC1,-15.3
Cc1cc(C(=O)Nc2ccc3nc(N4CCCCC4)cc(C)c3c2)ccc1[N+](=O)[O-],-0.8
COc1cc(S(=O)(=O)NCC23CC4CC(CC(C4)C2)C3)ccc1Cl,-1.2
Nc1ccc(SC(F)(F)F)cc1C(=O)c1ccccc1,-3.0
CCOc1ccc(CNC(CC(C)C)C(=O)O)cc1 (configuration not stated),-8.9
COc1ccc(C(=O)Nc2cc(C(=O)N3CC=C(c4ccccc4)CC3)ccc2N2CC3CC(C2)c2cccc(=O)n2C3)cc1 (configuration not stated),-15.0
CCOC(=O)N1CCN(S(=O)(=O)c2ccc(OCC(=O)OC)cc2)CC1,-2.2
Cn1c(=O)c2c(nc(CN3CCN(c4ccc(F)cc4)CC3)n2Cc2ccccc2F)n(C)c1=O,1.9
NC(=O)c1cc2cc(Cl)ccc2oc1=Nc1ccccc1,-19.3
CCCCCn1c(=O)[nH]c2cc(C(=O)NCc3ccco3)ccc2c1=O,-6.0
COc1ccc(OCC(=O)Nc2ccccc2C(N)=O)cc1,-4.2
O=C(Nc1ccc2nc(-c3ccccc3)oc2c1)C1CCCCC1,-2.3
COc1ccc(CNc2oc(-c3ccccc3)nc2C#N)cc1,-0.8
O=C(O)c1cccc(S(=O)(=O)Nc2ccc(O)c(Br)c2)c1,-5.4
CCCCOc1ccc(S(=O)(=O)N2CCSC2c2ccccc2)cc1 (configuration not stated),0.6
COc1ccc(-c2nc(Nc3ccc4c(c3)OCCO4)c3ccccc3n2)cc1OC,-2.6
COc1ccc(-c2nnnn2C)cc1S(=O)(=O)NCc1ccccc1,-3.2
CCOC(=O)C1=C(C)NC2=C(C(=O)c3ccccc32)C1c1ccc2c(c1)OCO2 (configuration not stated),-74.2
COc1cc2[nH]c(=O)n(CCC(=O)NC3CCCC3)c(=O)c2cc1OC,-15.4&-6.0
CS(=O)(=O)c1ccc2nc(NC(=O)CCC(=O)c3cccs3)sc2c1,-22.1
O=C(Oc1ccc(Cl)cc1)c1ccc2c(c1)C(=O)N(c1cccc([N+](=O)[O-])c1)C2=O,-54.5
Cc1c(Cc2ccccc2)c(=O)oc2c(CN(C)C)c(O)c(Cl)cc12,-10.2
COc1ccc2nc3sc(C(=O)N(C)c4cc(Cl)c(OC)cc4OC)cc3cc2c1,-92.2
CC(=O)Nc1cc2nn(-c3ccc(C)cc3)nc2cc1C,-6.2
COc1ccc(S(=O)(=O)Cc2ccc(C(=O)NC(C)C)o2)cc1,-3.5

No new results follow: 2 of the compounds above.
molecule,14-3-3 PPI
CC(=O)Nc1cc2nn(-c3ccc(C)cc3)nc2cc1C,-6.2
COc1ccc(S(=O)(=O)Cc2ccc(C(=O)NC(C)C)o2)cc1,-3.5

The main list resumes, starting 7 compounds before the break.
molecule,14-3-3 PPI
COc1cc2[nH]c(=O)n(CCC(=O)NC3CCCC3)c(=O)c2cc1OC,-15.4&-6.0
CS(=O)(=O)c1ccc2nc(NC(=O)CCC(=O)c3cccs3)sc2c1,-22.1
O=C(Oc1ccc(Cl)cc1)c1ccc2c(c1)C(=O)N(c1cccc([N+](=O)[O-])c1)C2=O,-54.5
Cc1c(Cc2ccccc2)c(=O)oc2c(CN(C)C)c(O)c(Cl)cc12,-10.2
COc1ccc2nc3sc(C(=O)N(C)c4cc(Cl)c(OC)cc4OC)cc3cc2c1,-92.2
CC(=O)Nc1cc2nn(-c3ccc(C)cc3)nc2cc1C,-6.2
COc1ccc(S(=O)(=O)Cc2ccc(C(=O)NC(C)C)o2)cc1,-3.5
Cc1ccc(C(=O)NCCCNCCCNC(=O)c2ccc(C)nc2)cn1,19.0
COc1ccc(OC)c(-c2[nH]nc3c2C(c2ccco2)C(C#N)=C(N)O3)c1 (configuration not stated),-94.0
O=C(Cn1ccc2ccccc2c1=O)NCc1cccnc1,4.9
CC(O)c1nc2cc([N+](=O)[O-])ccc2n1CCO (configuration not stated),2.1
CC1=CCC2C(=O)N(c3ccc(C(=O)Nc4ccccc4Cl)cc3)C(=O)C2C1 (configuration not stated),-1.0
COc1ccc(C2=NO[C@@H]3C(=O)N(c4c(C)cccc4C)C(=O)[C@H]23)cc1OC,-6.1
C#CCOC(=O)C1C2C=CC(C2)C1C(=O)O (configuration not stated),4.6
COCCOC(=O)c1ccc(NC(=O)c2ccccc2Br)cc1,-3.2
CCC(C)Sc1nc2c(c(=O)[nH]c(=O)n2C)n1Cc1ccccc1Cl (configuration not stated),-1.0
c1csc(COc2ccccc2CNC2CCCCC2)c1,2.4
O=C(NCCc1ccc(Cl)cc1)c1cnc2n(c1=O)CCS2,-1.8&3.8
Cc1nn2c(-n3ccnc3)c3c(nc2c1-c1ccccc1)CCC3,-3.8
O=S(=O)(c1ccccc1)c1ccc(Br)cc1,-5.4
O=C1c2ccccc2NC(c2ccccc2)N1Cc1ccco1 (configuration not stated),-0.1
CC(=O)c1cccc(OCC(=O)c2cc(C)n(-c3cc(C)on3)c2C)c1,-4.9
O=C(CSc1ccc2nnc(-c3ccccc3)n2n1)NCC1CCCO1 (configuration not stated),-11.5
COc1ccccc1N1CCN(C(=O)c2ccc(S(=O)(=O)c3ccc(Cl)cc3)c(NC(C)=O)c2)CC1,-12.3
Cc1ccc(N2CCCn3c2nc2c3c(=O)n(CC(=O)OCc3ccccc3)c(=O)n2C)cc1C,-11.1
CCOc1ccccc1N(CC(=O)NC1CCCC1)C(=O)CCC(=O)Nc1cc(C)on1,-3.0
O=C(NCc1ccco1)c1ccc(CS(=O)(=O)c2cccc(C(F)(F)F)c2)o1,2.0
O=[N+]([O-])c1ccn(-c2nc(-c3cccs3)cc(C(F)(F)F)n2)n1,0.7
CCC(C(=O)NC1CCCC1)N(C(=O)Cn1nnc(-c2ccc(C)o2)n1)C(C)(C)C (configuration not stated),0.2
Cc1cc(C)c2c(c1)NC(c1ccc(C(=O)O)cc1)C1CC=CC21 (configuration not stated),-219.3
CCN(CC)S(=O)(=O)N1CCC(C(=O)NCc2ccccc2Cl)CC1,0.9
COCCn1nnnc1C(c1ccc(C)cc1)N1CCN(Cc2ccc3c(c2)OCO3)CC1 (configuration not stated),-1.0
O=C(Nc1nc(SCc2ccc(F)cc2)ns1)c1ccco1,-5.5
Cc1ccc(/C(O)=C2\C(=O)C(=O)N(Cc3cccnc3)C2c2ccncc2)cc1 (configuration not stated),4.6
NS(=O)(=O)c1ccc(Cl)c(C(=O)Nc2cccc(C(=O)O)c2)c1,-0.9
Cc1cc(Cl)c2c(c1)[C@]1(C(=O)N2)[C@@H]2C(=O)N(Cc3ccccc3)C(=O)[C@@H]2[C@@H]2CCCN21,-21.3
CCCCC(=O)N(c1ccc(OC)cc1)C1C=CS(=O)(=O)C1 (configuration not stated),-6.5
Cc1cc(Cl)cc(Br)c1OCCCCn1cncn1,11.4
Cc1[nH]c(=O)[nH]c(=O)c1S(=O)(=O)N1CCOCC1,0.7
CCOC(=O)CSc1nnc(CNC(=O)c2cccs2)n1CCc1ccccc1,0.4
O=C(NC12CC3CC(CC(C3)C1)C2)N1CCN(c2ccccn2)CC1,-5.9
CC1CN(c2nc3ccccc3nc2C(C#N)C(=O)NCc2ccc3c(c2)OCO3)CC(C)O1 (configuration not stated),8.7
COC(=O)Nc1ccc(C)c(NC(=O)OC)c1,-0.9
Cc1cccc(NC(=O)CCN2C(=O)C3C4C=CC(C4)C3C2=O)n1 (configuration not stated),-6.6&1.5
CCCOC(=O)c1ccc(OCC(O)Cn2c(C)nc3ccccc32)cc1 (configuration not stated),3.3
COc1ccc(C2Nc3ccccc3-c3nnc(SC)nc3O2)cc1O (configuration not stated),-10.2
CCOC(=O)Cn1c(C)c(Br)c(=O)c2cccc(C)c21,-1.6
Cc1ccc(C2/C(=C(\O)c3ccccc3)C(=O)C(=O)N2CCc2ccccc2)cc1 (configuration not stated),-3.5
Cc1ccc(OCC(=O)NC(Cc2ccccc2)C(=O)O)cc1 (configuration not stated),0.9
COc1ccc2cc(-c3nc4ccccc4[nH]3)c(=Nc3cccc(C#N)c3)oc2c1,-0.5
CSc1ccc(C2N=C(c3ccc(C)cc3)CC(c3ccccc3O)N2)cc1 (configuration not stated),1.4
O=C1Sc2ccc(S(=O)(=O)Nc3ccc(O)cc3)c3cccc1c23,-52.7
Cc1nc2cc(N3CCN(C)CC3)c(NC(=O)Cc3ccccc3)cc2c(=O)n1Cc1ccccc1,-7.3
COc1cccc(-c2nnc3sc(-c4ccccc4)nn23)c1,-3.0
CCOC(=O)c1cnc2cc(C(F)(F)F)ccc2c1Nc1cc([N+](=O)[O-])ccc1OC,-2.3
COCCNc1nc(SCc2ccc(F)cc2)nc2ccccc12,-7.1
CC(C)Cn1c(SCC(=O)NC(=O)NC2CCCC2)nc2ccccc21,-11.6
COc1ccccc1-n1nnc(C(=O)N2CCCCC2)c1N,-0.3
Cc1ccc(C(=O)Nc2sc3c(c2C(=O)N2CCCCCC2)CCC(C)C3)cc1 (configuration not stated),-0.1
CCn1c(CCC(=O)Nc2nc3c(s2)CCCC3)nc2cc(S(=O)(=O)N(C)C)ccc21,-11.8
CC(=O)N1C(=O)C2(C(C#N)=C(N)Oc3n[nH]c(-c4ccccn4)c32)c2ccccc21 (configuration not stated),8.3
O=C1c2ccc(Oc3cccc([N+](=O)[O-])c3)cc2C(=O)N1c1ccc(O)cc1,-17.8
CCOC(=O)c1c(C)oc2c(Br)cc(NS(=O)(=O)c3ccc4ccccc4c3)cc12,-25.5
O=C(Nc1cccc(Cl)c1)c1nn(-c2ccc(Cl)cc2)c(=O)c2ccccc12,-3.3
Cc1ncsc1C(=O)Nc1nc2c(s1)CC(C)CC2 (configuration not stated),-8.2
CC1CCc2c(oc3ccc(NS(=O)(=O)c4ccc(F)cc4)cc23)C1 (configuration not stated),-5.0
Nc1c(C(=O)Nc2ccc([N+](=O)[O-])cc2)sc2nc3c(c(-c4ccco4)c12)CCCCC3,1.3
C=CCn1c(SCC(=O)Nc2cc(C)ccc2OC)nnc1-c1ccco1,-3.1
